# Source: PubChem BioAssay
# Pf Dd2 growth – Plasmodium falciparum Dd2 growth inhibition | 120,000 tested, 4.3% active | AID 1347417 | P. falciparum Dd2 growth, SYBR Green, 72 h | Potency, µM (highest dose often 28.9 µM), for the others: at the highest dose activity, negative = inhibition, actives largely listed as inhibitors; active = well fitted inhibition curve with a large enough effect; inconclusive = small, poorly fitted or top-dose-only effect; inactive = no such curve, though single readings can be large or run the other way;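 also: plate controls were DMSO vehicle for no effect and reference drug for full effect; nearly all actives have a fitted effect of over 65% in size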
#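 Readout: SYBR Green fluorescence, 485 nm excitation, 535 nm emission, after ~16 h lysis at 37C. Before that, Dd2-infected red cells (2.5% hematocrit) grew 72 h with compound, 29 uM top final concentration.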
# * = called active by the depositor; i = inactive; ? = inconclusive; & = joins results of further samples; [ ] = remark or other dose. Potency is read from the fitted curve at half-maximal effect. Some of the compounds tested; count on the stated rates, not on these rows.
SMILES,Pf Dd2 growth
CCc1noc(-c2cn(C3CCN(C(=O)c4cccc(C(F)(F)F)c4)C3)nn2)n1 (stereo unspecified),i
Cc1ccc(NC(=O)Cn2c(-c3nonc3N)nc3ccccc32)c(Br)c1,43.3%[activator]
O=C(c1cccc(F)c1)N1CCCC2(C1)NC(=O)N(Cc1ccc(Cl)cc1)C2=O (stereo unspecified),0.9%
CN(CC1CCCN(CCc2ccc(Cl)cc2)C1)C(=O)c1ccc(-n2cnnn2)cc1 (stereo unspecified),?
COCCN1CCC(N2CCN(S(=O)(=O)c3cc(F)ccc3C)CC2)C1=O (stereo unspecified),-9.7%
O=C(Cn1ccn2nc(-c3ccc(F)cc3)c(CO)c2c1=O)NCc1ccccc1Cl,i
CCc1noc(-c2cn(C3CCN(C(=O)c4sccc4C)CC3)nn2)n1,?
COc1ccc(Nc2cc(-c3cccs3)nc3c(C)noc23)cc1OC,i
Cc1cnc(C(=O)N2CCc3ccc(S(=O)(=O)Nc4cccnc4)cc3C2)cn1,-10.6%
COCCCn1c(SCc2cccc(Cl)c2)nc2c(sc3ccccc32)c1=O,?
COc1ccccc1NC(=O)c1c(C)cc(C)nc1SCC(=O)Nc1cccc(C)c1,-20.2%
C=CCN1C[C@@]2(C(=O)O)CN(c3ncnc4[nH]ccc34)C[C@H]2C1=O,-8.4%
O=C(C1CC1)N1CCC(O)(c2csc(CN3CCc4ccccc4C3)n2)CC1,-26.8%[44.1 µM]
O=C(Cc1c[nH]c2ccccc12)NCC(=O)N1CCCCCCNC(=O)CC1c1ccccc1 (stereo unspecified),?
COCc1c(C(=O)NCCn2c(C)cnc2C2CC2)noc1C,-13.0%
Cc1nn2c(C)c(C(=O)NCCc3ccccc3)cnc2c1-c1ccccc1,20.1%
O=C(Nc1ccccc1)[C@H]1CN2CC[C@H]1C[C@@H]2Cn1cc(CC2CCCCC2)nn1,?
COc1cccc(-c2nc(S(=O)(=O)c3ccccc3)c(N3CCC(C)CC3)o2)c1,i
Cc1ccc(C)c(CN2C(=O)c3ccccc3S(=O)c3ccc(C(=O)N4CCOCC4)cc32)c1 (stereo unspecified),-14.9%
Cc1ccccc1C(=O)N1C(C(=O)NCC2CCCO2)COC12CCC(C)CC2 (stereo unspecified),?
Cc1ccc(-n2c(SCc3ccccc3)nc3c([nH]c4ccccc43)c2=O)cc1,-26.1%
Cc1ccc(C(=O)N2CCc3cc(CNS(=O)(=O)c4ccc(Cl)s4)ccc32)cc1,?
COCCCNC(=O)c1cc2c(=O)[nH]c(-c3ccccc3)cn2n1,?
Cc1ccc(C)c(NC(=O)CN(C)S(=O)(=O)c2ccc3c(c2)CCC(=O)N3)c1,?
COc1ccc(CNC(=O)Cn2c(C)cc3nc4n(c(=O)c32)CCCC4)cc1,i
# (list continues)
SMILES,Pf Dd2 growth
COC(=O)CNC(=O)N1CCCN(Cc2ccncc2)C(c2ccccc2)CC(=O)NCC1 (stereo unspecified),?
Cc1ccc(C(=O)N2CCC(c3n[nH]c(=O)n3-c3ccccc3)CC2)cc1C,-36.0%
COc1cccc(-c2cc(C3CCN(C(=O)Nc4ccc(OC)cc4OC)CC3)[nH]n2)c1,?
CCCCOc1ccc(CNC(=O)Cc2ccc(NC(=O)N3CCSc4ncccc43)cc2)cc1,27.2%
COCC(=O)N1CCC(N2C[C@H](O)C[C@H]2C(=O)NCc2cccc(OC)c2)CC1,0.3%
Cc1ccccc1C(=O)NC(C(=O)N1CCCCC1)C1CCN(C(=O)CC(C)(C)C)CC1 (stereo unspecified),i
COCc1ncc(C)n1CC1CCN(C(=O)C2(c3ccc(OC)cc3)CC2)CC1,?
COc1ccc(-c2nc3sc(CCNC(=O)Cc4ccc(Cl)cc4)c(C)n3n2)cc1,5.6%
COc1ccccc1Nc1ncnc2c1nc1n2CCCC1,20.2%
CCc1cccc(NC(=O)N2CCCC(Cn3cnc4cccnc43)C2)c1 (stereo unspecified),i
COCCOc1ccc(-c2nc(C)ccc2OC)cc1,11.1%
Cc1ccc(CN2C(=O)COC[C@H]2C(=O)NC2CC2)cc1,11.0%
CCOc1ccccc1NC(=O)c1nc(SC(C)C)ncc1Cl,i
CCN(CC)c1ncccc1CNC(=O)c1coc2c1C(=O)CCC2,-22.1%
COc1cccc(C(CC(=O)NCCc2ccc(OC)c(OC)c2)c2c[nH]c3ccccc23)c1 (stereo unspecified),-16.0%
c1cncc(-c2ccnc(NCC(c3cccnc3)N3CCCCC3)n2)c1 (stereo unspecified),-13.4%
COCc1noc([C@@H]2CC(F)(F)CN2C(=O)C2(C)CC2)n1,22.2%
COc1cc2c(cc1OC)C(CNC(=O)CC(C)C)N(C(=O)Nc1ccccc1)CC2 (stereo unspecified),?
CCCc1ccc(S(=O)(=O)N2CCC3(CC2)C(=O)N(CC)c2ccccc23)cc1,11.2%
COc1ccc(Cn2ccc3nc(C)c(C(=O)Nc4ccc(C)c(F)c4)cc3c2=O)cc1,-21.5%
CCCS(=O)(=O)N1CCC(C(=O)NCCOC)CC1,3.6%
O=C(CN1CCN(c2cc(C3CC(O)C3)ncn2)CC1)N1CCCC1 (stereo unspecified),-5.7%
CCOC(=O)C1(C)C=C(Nc2cccc(C)c2)C(=O)N1c1ccccc1 (stereo unspecified),?
O=C1NCCCCCN(C(=O)NC2CCCCC2)[C@H]2CCC[C@@H]12,-0.1%
Cc1cc(C)n(C(C)CC(=O)Nc2cccc(C(F)(F)F)c2)n1 (stereo unspecified),-6.4%

# Continued, starting with the last six of the part before.
SMILES,Pf Dd2 growth
COc1ccc(Cn2ccc3nc(C)c(C(=O)Nc4ccc(C)c(F)c4)cc3c2=O)cc1,-21.5%
CCCS(=O)(=O)N1CCC(C(=O)NCCOC)CC1,3.6%
O=C(CN1CCN(c2cc(C3CC(O)C3)ncn2)CC1)N1CCCC1 (stereo unspecified),-5.7%
CCOC(=O)C1(C)C=C(Nc2cccc(C)c2)C(=O)N1c1ccccc1 (stereo unspecified),?
O=C1NCCCCCN(C(=O)NC2CCCCC2)[C@H]2CCC[C@@H]12,-0.1%
Cc1cc(C)n(C(C)CC(=O)Nc2cccc(C(F)(F)F)c2)n1 (stereo unspecified),-6.4%
CC1CCN(S(=O)(=O)c2ccc3c(c2)N(C)C(=O)CC(=O)N3C)CC1,65.9%[activator]
CCOc1ccc(NC(=O)Cn2cc(C(=O)c3ccccc3)c(=O)c3cc4c(cc32)OCCO4)cc1,17.4%
COc1ccc2c(c1)c1c(c(=O)n(Cc3ccccc3)c(=O)n1CC(=O)NCc1ccc(C)cc1)n2C,32.0%[activator]
Cc1ccc(OCC(=O)c2ccc3c(c2)N(C(C)C(=O)NCC2CC2)C(=O)CO3)cc1C (stereo unspecified),-12.2%
COCCCNC(=O)C1CCN(c2cnc3nccnc3c2)CC1,i
Cn1cncc1-c1nnc([C@H]2CCN(Cc3cccc(C#N)c3)C2)o1,-8.7%[44.1 µM]
COc1ccc(CN2Cc3[nH]nc(-c4ccccc4Cl)c3CC2=O)cc1,i
O=C(c1ccc2[nH]ncc2c1)N1CCOCC12CCN(CCCc1ccccc1)CC2,?
COc1ccc(NC(=O)c2c(NCc3sccc3C)sc3c2CCCCC3)c(OC)c1,12.6µM*
Cc1c(C(=O)N2CCCC2)oc2c1-c1nn(CC(=O)NCc3ccccc3F)cc1CC2,-5.3%
Cc1ccc(N(C)C(=O)Cn2ncc3c([nH]c4ccccc43)c2=O)cc1C,15.0%
O=C(NCCc1ccncc1)C1CN(C(=O)Cc2ccc(Cl)cc2)CC12CCOCC2 (stereo unspecified),0.9%
O=C(Nc1cccc(Cl)c1Cl)c1cc2nc(-c3ccc(Cl)cc3)cc(C(F)(F)F)n2n1,75.4%[activator]
CC1=C(C(=O)OCC2CCCCC2)C(c2cccc(F)c2F)CC(=O)N1 (stereo unspecified),?
COc1ccc(Cl)cc1NC(=O)Cn1c(N(C)Cc2ccccc2)nc(C)cc1=O,-31.3%
O=C1NCCCCCCN(C(=O)c2cccs2)[C@H]2CCC[C@@H]12,8.5%
COC(=O)c1ccc(NC(=O)Cn2c(C)cc3nc4n(c(=O)c32)CCC4)cc1,?
COCC1CN(C2CCC2)CC12CCN(C(=O)c1nccc3ccccc13)CC2 (stereo unspecified),?
CCS(=O)(=O)N1[C@H]2CC[C@@H]1c1cnc(-c3ccc(F)cc3)nc1C2,-16.7%
CCc1ccc(S(=O)(=O)NCc2cccn2Cc2cccc(C)c2)cc1,-18.1%
COc1cccc(CNC(=O)[C@@H]2C[C@@H](O)CN2C2CCN(C(=O)c3ccco3)CC2)c1,i
CC(C)CNC(=O)C1c2ccccc2C(=O)N(C2CCCC2)C12CCCC2 (stereo unspecified),-25.6%
COc1cccc(CNC(=O)c2c[nH]c3ncccc23)c1,-9.7%[44.1 µM]
CN1CCN(c2nc3c(S(=O)(=O)c4ccc(Br)cc4)nnn3c3ccsc23)CC1,?
CN1CCCCCCN(CC2CCCCC2)[C@H]2CCC[C@H]2C1=O,?

# Part of the list above in a different format:
molecule	Pf Dd2 growth
CCOc1ccc(NC(=O)Cn2cc(C(=O)c3ccccc3)c(=O)c3cc4c(cc32)OCCO4)cc1	17.4%
CC1=C(C(=O)OCC2CCCCC2)C(c2cccc(F)c2F)CC(=O)N1 (stereo unspecified)	?
COc1ccc(NC(=O)c2c(NCc3sccc3C)sc3c2CCCCC3)c(OC)c1	12.6µM*

# Next section:
SMILES,Pf Dd2 growth
CC[C@H]1CN2CC[C@H]1C[C@@H]2CNC(=O)Nc1ccc(Br)cc1,-18.6%[44.1 µM]
Cc1cnc(-c2ccccc2)n1CCN,i
Cc1ccc(C)c(CN2CCCN(Cc3ccccc3C)S2(=O)=O)c1,104.7%[activator]
CCOCCc1nn2c(=O)cc(COC(=O)c3ccc(NC(=O)C(C)(C)C)cc3)nc2s1,?
O=C(c1ccc(F)cc1F)N1CCC2(CC1)OCC(C(=O)N1CCCC1)N2C(=O)c1ccco1 (stereo unspecified),-2.7%
O=C(Cn1c(=O)oc2ccccc21)Nc1ccc(C(=O)O)cc1,45.3%[activator]
Cc1ccc2occ(-c3cc(-c4ccc(F)cc4)nc4c3COc3ccc(F)cc3-4)c(=O)c2c1,i
Cc1ccsc1CN1CCC2(Cc3ccccc3CNC2=O)C1 (stereo unspecified),?
Cc1nn(CC(=O)N[C@H](C)c2ccccc2)c(=O)n1-c1ccc2c(c1)OCO2,-0.6%
CCc1ccc(NS(=O)(=O)c2ccc3[nH]c4c(c3c2)CCCCCC4)cc1,14.1%
Cc1ccc(Cn2c(C3CCN(C(=O)COc4cccc(C)c4)CC3)n[nH]c2=O)cc1,?
Cc1cc(C)c2oc(-c3cccc(NC(=O)COc4ccc([N+](=O)[O-])cc4)c3)nc2c1,-9.2%
COc1ccc(C(=O)NC2CCN(c3cc(-c4ccc(Cl)cc4)[nH]n3)C2)c(OC)c1 (stereo unspecified),5.01µM*
CCO[C@H]1CN(C(=O)c2ccc(NS(=O)(=O)CC)cc2)C[C@@H]1O,10.1%
COc1ccc(-c2nc(C3CN(C(=O)Nc4cccc(F)c4)C3)no2)cc1,?
Cc1ccc(NC2=N[C@H]3[C@@H](O)[C@H](O)C[C@H](C(=O)NCc4cccnc4)[C@H]3S2)cc1,4.3%[44.1 µM]
Cc1cccc(N2CCN(C(=O)c3ccc4c(c3)N(Cc3cccc(Cl)c3)C(=O)c3ccccc3S4=O)CC2)c1C (stereo unspecified),-7.5%
CC(=O)N1c2c(cc(Br)cc2S(=O)(=O)Nc2ccc(OC(F)(F)F)cc2)CC1C (stereo unspecified),52.8%[activator]
Cc1ccc(CNC(=O)[C@H]2CCC[C@H]2NC(=O)c2ccncc2)cc1,i
CO[C@@H]1COCC[C@H]1NC(=O)c1cccc(Oc2ccccc2)c1,-13.0%
CCOc1ccccc1CNC(=O)c1cc2n(n1)CC(c1ccc(Cl)cc1)OC2 (stereo unspecified),-14.2%
CN(C)Cc1cn2c(=O)n(C)cc(-c3ccc(F)c(Cl)c3)c2n1,2.51µM*
COc1ccc(CN2CCCN(CC(=O)Nc3ccc(Br)cc3F)S2(=O)=O)cc1,49.9%[activator]
CCOc1cc(C(=O)N2CCC(c3ccncc3)CC2)cc(OCC)c1OCC,11.6%
CS(=O)(=O)N1CCc2cc(C(=O)N3CCN(c4ccc(F)cc4)CC3)ccc21,-5.9%
# Additional entries
SMILES,Pf Dd2 growth
O=C(c1ccoc1)N1CCC(c2n[nH]c(=O)n2-c2ccccc2)CC1,21.0%
CC(=O)NC1(C)CCCN(Cc2cccc(-c3cccc(F)c3)c2)C1 (stereo unspecified),?
CC(C)N1CCN(C(=O)c2ccc(N3CC4CC(C3)[C@H]3CCCC(=O)N3C4)nc2)CC1 (stereo partly specified),-24.4%
O=C1COCCN1C1CCN(Cc2cccnc2)CC1,13.8%&12.1%[44.1 µM]
NC(=O)Cn1ccc2cc(OCC3CCN(C(=O)CCc4ccccc4)CC3)cnc21,-22.4%[44.1 µM]
O=S(=O)(c1ccc2nc(Nc3ccc(Br)cc3F)ccc2c1)N1CCCC1,9.7%
CC(=O)c1ccc(NC(=O)c2cn3c4c(ccc(Cl)c4c2=O)OC(C)C3)cc1 (stereo unspecified),3.0%
O=C(C1CCCC1)N1CCC(c2noc(-c3ccncc3)n2)C1 (stereo unspecified),i[5.79 µM]
O=C(NCc1cccc(Cl)c1)C1CN(c2ccc(F)cc2)C(=O)N1 (stereo unspecified),?
CC[C@H]1CN(C(=O)C(C)(C)C)CC[C@H]1CC(=O)O,19.6%[44.1 µM]
COC[C@@H]1CN(C(=O)Cc2ccccc2C)C[C@H]1c1ccncc1,12.3%
CCN1c2cc(C(=O)Nc3ccc(F)c(Cl)c3)ccc2C(=O)N2CCCCCC21 (stereo unspecified),?
Cn1nccc1CN1CCC2(CC1)CC(=O)Nc1ccccc1O2,15.5%[44.1 µM]
COCCN1C(=O)CS(=O)(=O)C12CCN(C(=O)Cc1cccc(F)c1)CC2,-17.3%
Cn1c(=O)oc2cc(S(=O)(=O)CCC(=O)NCc3ccc(Cl)cc3)ccc21,6.9%
COC1C(=O)N(C2CCN(C(=O)c3cnccn3)CC2)C12CCOCC2 (stereo unspecified),1.4%
